Screening data: PubChem BioAssay, The Scripps Research Institute Molecular Screening Center
ARFGAP1 inhibitor: inhibitors of rat ARFGAP1 GAP activity, primary screen, biochemical, fluorescence polarization, GDP tracer; Arfgap1-stimulated ARF1 GTP hydrolysis, GDP FP detection; inhibition, % at 16.5 µM; hit rate 0.26% among 360,000; AID 651572, 2012;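 active means inhibition above a per-plate limit, mean inhibition of low control wells plus 3 SD, cut at about 25% in these data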;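 further: 0% = DMSO wells with enzyme and 100% = wells lacking Arfgap1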
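system = rat Arfgap1 catalytic domain, aa 1-136 | technique = FP, GDP Alexa 633 tracer displaced from anti-GDP antibody, 620/688 nm | compound = one concentration, 16.5 µM, DMSO 1.26% | medium = HEPES-based buffer, pH 7.5 | timing = compound-enzyme preincubation 20 min, reaction 120 min, detection 60 min, 25 °C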
Tn7 DDE FP: inhibitors of Tn7 peptide binding to fibrin DD(E), primary screen, biochemical, fluorescence polarization, human fibrin, Tn7 probe | Fibrinogen beta chain (Homo sapiens), P02675 | FP displacement of FITC-Tn7 peptide from fibrin DD(E); 0% = median of compound wells per plate | inhibition, % at 8.3 µM | hit rate 0.13% among 370,000 | AID 720508, 2013;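 active means inhibition above the mean of compounds falling within the control limits plus 3 SD of them, cut at about 14% in these data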;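 further: 0% = plate median of compound wells and 100% = 10 µM Aha-Tn7 peptide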
Target sequence (P02675 whole entry, looked up): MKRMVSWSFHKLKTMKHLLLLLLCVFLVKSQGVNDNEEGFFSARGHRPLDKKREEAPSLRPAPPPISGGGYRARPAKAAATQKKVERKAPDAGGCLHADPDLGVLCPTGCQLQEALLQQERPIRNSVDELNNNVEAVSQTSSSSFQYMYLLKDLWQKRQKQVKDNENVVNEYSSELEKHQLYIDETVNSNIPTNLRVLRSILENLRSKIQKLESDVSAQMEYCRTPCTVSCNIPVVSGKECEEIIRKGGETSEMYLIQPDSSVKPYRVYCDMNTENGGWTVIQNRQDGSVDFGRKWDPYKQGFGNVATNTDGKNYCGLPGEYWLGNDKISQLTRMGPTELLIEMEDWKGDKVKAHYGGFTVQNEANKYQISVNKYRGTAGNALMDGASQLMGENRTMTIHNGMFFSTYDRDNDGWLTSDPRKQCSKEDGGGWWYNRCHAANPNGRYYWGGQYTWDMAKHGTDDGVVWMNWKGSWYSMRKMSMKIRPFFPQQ
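system = human fibrin DD(E) protein | quantity = DD(E) 2 µM final | medium = Tris/NaCl/CaCl2 buffer, pH 7.8 | also added = labelled Tn7 tracer, 0.1 µM | compound dosing = single point at 8.3 µM | timing = compound with protein 10 min, then 3 h after probe, room temperature | signal = FP measurement | benchmarks = Aha-Tn7 high control | repeats = one replicate per compound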
Tn6 DDE FP: inhibitors of Tn6 peptide binding to fibrin DD(E), primary screen, biochemical, fluorescence polarization, human fibrin, Tn6 probe; Fibrinogen beta chain (Homo sapiens), P02675; Fibrin DD(E) TRITC-Tn6 fluorescence polarization displacement; inhibition, % at 8.3 µM; hit rate 0.21% among 370,000;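 active means inhibition above a per-campaign cutoff: mean of compounds within control limits plus 3 SD, cut at about 15% in these data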;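 further: 0% = median of all compound wells on the plate and 100% = blocking peptide control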
proKLK7 act: proKLK7 zymogen activators, primary screen, biochemical, fluorescence intensity | hit rate 0.9% among 370,000 | activation, % at 7 µM | Kallikrein-7 (Homo sapiens), P49862 | purified proKLK7, EDANS-DABCYL substrate fluorescence; 100% is mature enzyme control, 0% vehicle;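 active means activation above the mean of all tested compounds plus 3 SD, computed per campaign excluding outliers beyond control limits, cut at about 13% in these data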
PLCb3 inh: human PLC-beta3 inhibitors, primary screen, biochemical, fluorescence; 1-phosphatidylinositol 4,5-bisphosphate phosphodiesterase beta-3 (Homo sapiens), Q01970; hit rate 0.18% among 370,000; inhibition, % at 12.2 µM; Purified PLC-beta3, fluorogenic substrate; in the data active means inhibition above about 11%;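 further: 0% = median of compound wells on plate and 100% = full blocker control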
ASAP1 inh: inhibitors of human ASAP1 ArfGAP activity, primary screen, biochemical, fluorescence polarization; Arf-GAP with SH3 domain, ANK repeat and PH domain-containing protein 1 (Homo sapiens), …; ASAP1-stimulated ARF1 GTP hydrolysis, GDP FP detection; inhibition, % at 16.5 µM; hit rate 0.19% among 360,000; AID 624377, 2012; in the data active means inhibition above about 25%;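 further: 0% = vehicle with enzyme and substrate and 100% = no enzyme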
ADAM17 inh: ADAM17 inhibitors, primary screen, biochemical, QFRET. Disintegrin and metalloproteinase domain-containing protein 17 (Homo sapiens), P78536. recombinant ADAM17, EDANS/DABCYL FRET peptide cleavage. inhibition, % at 6.95 µM. hit rate 0.83% among 370,000. AID 720648, 2013;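 active means inhibition above the mean of compounds lying between control limits plus 3 SD, set per campaign, cut at about 8.5% in these data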;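 further: 0% = DMSO-only wells as the low control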
Target sequence (P78536 215-824 limits assumed): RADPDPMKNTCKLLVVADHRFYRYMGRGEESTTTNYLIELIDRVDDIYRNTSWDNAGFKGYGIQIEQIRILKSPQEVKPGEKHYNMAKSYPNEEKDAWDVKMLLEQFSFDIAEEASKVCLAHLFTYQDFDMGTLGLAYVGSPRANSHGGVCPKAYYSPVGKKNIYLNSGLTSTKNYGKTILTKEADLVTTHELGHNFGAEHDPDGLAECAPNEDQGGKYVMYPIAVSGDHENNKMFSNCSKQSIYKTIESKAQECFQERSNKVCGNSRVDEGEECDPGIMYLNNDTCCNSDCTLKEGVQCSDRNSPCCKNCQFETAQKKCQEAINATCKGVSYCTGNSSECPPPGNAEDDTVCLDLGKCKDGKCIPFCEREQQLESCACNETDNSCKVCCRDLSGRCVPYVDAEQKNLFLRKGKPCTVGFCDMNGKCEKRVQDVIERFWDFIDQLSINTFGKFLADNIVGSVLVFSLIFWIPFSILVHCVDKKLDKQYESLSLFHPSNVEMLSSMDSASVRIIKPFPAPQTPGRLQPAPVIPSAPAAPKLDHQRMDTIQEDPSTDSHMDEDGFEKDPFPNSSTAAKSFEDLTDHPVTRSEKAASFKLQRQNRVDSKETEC
MBD2 inh: inhibitors of MBD2 binding to methylated DNA, primary screen, biochemical, TR-FRET, DNA-binding domain, human; inhibition, % at 4.4 µM; hit rate 0.31% among 370,000; Methyl-CpG-binding domain protein 2 (Homo sapiens), Q9UBB5; MBD2 binding to methylated oligonucleotide; in the data active means inhibition above about 13%
PLC-gamma1 inh: PLC-gamma1 enzyme inhibitors, primary screen, biochemical, fluorescence, purified enzyme; 1-phosphatidylinositol 4,5-bisphosphate phosphodiesterase gamma-1 (Homo sapiens), P19174; fluorogenic substrate; inhibition, % at 12.2 µM; hit rate 0.84% among 370,000; in the data active means inhibition above about 9.5%
UHRF1 MBD2 ctr: UHRF1 methylated DNA binding inhibitors, primary screen, counter-screen for MBD2 inhibitor project, biochemical, TR-FRET, human UHRF1, single concentration; AID 687016, 2013; inhibition, % at 4.4 µM; UHRF1 binding to methylated oligo; hit rate 0.75% among 370,000; in the data active means inhibition above about 21%;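 further: UHRF1 SRA domain binding a hemimethylated CpG hairpin DNA probe; 0% = median of test compound wells and 100% = reference inhibitor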
An asterisk follows results filed as active; / = no result given.

SMILES	ARFGAP1 inhibitor	Tn7 DDE FP	Tn6 DDE FP	proKLK7 act	PLCb3 inh	ASAP1 inh	ADAM17 inh	MBD2 inh	PLC-gamma1 inh	UHRF1 MBD2 ctr
CC(C)[C@H](NC(=O)C1CCN(S(=O)(=O)c2ccccc2)CC1)C(=O)NCc1ccco1	6.3	-2.4	-7.6	0.4	-10.8	10.9	-5.9	2.0	2.0	-0.6
COC(=O)c1cc2c(c3c4cc(F)ccc4n(S(=O)(=O)c4cccc(C)c4)c13)C(=O)N(Cc1ccccc1OC)C2	0.9	-1.4	-1.8	-1.2	-4.5	-6.3	2.3	-1.2	-4.3	1.8
CCC1(c2ccccc2)C(=O)N(C(=O)OC(C)(C)C)N1C(=O)OC(C)(C)C (configuration not stated)	-20.7	-1.7	7.4	-0.2	-1.1	-7.4	-4.8	3.5	-4.1	0.0
F[B-](F)(F)c1cncnc1	-8.1	-1.3	0.8	0.2	4.4	-7.8	-0.7	-4.6	2.9	0.5
CCOc1ccc(NC(=O)CN(C)CC(=O)Nc2ccccc2SC)cc1OCC	-4.0	2.7	-6.1	-0.1	0.6	3.3	-2.1	-1.6	0.3	-0.1
CC(C)c1ccc(S(=O)(=O)c2nnn3c2nc(N2CCCCC2)c2ccccc23)cc1	4.4	-1.4	-0.3	0.2	-2.0	-4.6	-0.2	-1.8	-4.0	-2.5
COc1cc(/C=N\Nc2nc3ccccc3[nH]2)cc(OC)c1OC	-3.0	2.2	3.4	0.2	-81.9	9.1	-0.7	-1.4	-65.3	-3.2
Cn1cc(C(=O)NC2C3CC4CC(C3)CC2C4)cn1 (configuration not stated)	11.2	7.0	-4.0	-0.4	1.9	18.6	-5.0	7.5	12.1*	4.7
CC(=O)OCCCN1CCC2(CCCCC2)C1=O	/	-5.7	-1.6	0.3	-2.1	/	-1.4	-2.2	-1.1	-2.6
C=CCNC(=O)c1ccccc1NC(=O)C1CCN(S(=O)(=O)c2ccc(SC)cc2)CC1	4.1	4.1	4.3	-0.5	0.1	-1.7	2.0	-3.2	0.7	-3.4
CCN(CC)CCn1c2c(c(SCC(=O)Nc3cccc4ccccc34)nc1=O)CCCC2	9.1	5.9	3.2	-0.6	-8.0	-7.3	-1.2	-2.2	-3.0	-3.5
[O-][N+](=Cc1c(Cl)cccc1Cl)CC1(O)CCCCC1	0.5	6.6	-1.2	-0.4	-8.2	-2.9	-0.5	2.3	-1.6	-0.1
c1ccc(SC23CCCCN(CCC2)[C@]32CO2)cc1 (some centres not stated)	-4.0	3.9	3.4	-0.1	-6.3	12.9	-5.1	1.5	-4.4	1.8
Nc1nnc(SCC(=O)Nc2ccccc2N2CCOCC2)s1	5.3	5.3	7.6	-0.7	0.1	4.5	-2.4	-0.2	-1.3	-1.6
Fc1ccc(CNc2nc(-c3ccccc3)nc3ccccc23)cc1	1.1	-2.3	-1.7	-0.7	-12.5	-4.1	5.4	1.8	-12.1	1.8
CC(NC(=O)C1C2C=CC(C2)C1C(=O)O)c1ccccc1 (configuration not stated)	15.6	-10.3	-2.2	-0.8	1.3	-7.7	-3.3	3.6	-25.4	-0.3
O=[N+]([O-])c1ccc(N/N=C2/CCCCC2c2ccccn2)c([N+](=O)[O-])c1 (configuration not stated)	5.9	-7.0	-3.8	0.0	0.1	-2.6	-3.4	-5.8	-0.7	11.7
CN1/C(=C/C(=O)C2CC2)C(C)(C)c2ccccc21	12.5	1.4	4.6	0.3	-75.7	0.1	-59.6	9.8	-58.0	5.1
CCOC(=O)c1c(C)oc2cc(Sc3ccccc3)c(O)c(O)c12	-5.0	2.9	1.1	-0.4	-12.8	-3.4	3.8	-1.7	-4.7	-2.8
O=S1(=O)c2ccc(Br)cc2OC[C@@H](Cc2ccccc2)N1Cc1cn(CCC2OCCO2)nn1	/	2.6	3.6	1.4	-1.8	/	-3.6	-6.4	-0.5	-1.8
COc1ccc2c(c1)C1NC(=S)NC(C)(O2)C1C(=O)Nc1ccc(C)cc1C (configuration not stated)	5.7	1.8	-1.2	-0.1	-4.0	-9.4	-7.4	-4.2	-5.1	3.6
Nc1nc(-c2nonc2N)no1	3.5	2.0	-0.9	0.5	3.3	7.6	0.6	0.0	1.6	0.5
COC(=O)c1ccccc1S(=O)(=O)NNC(=O)c1nn(C)c(=O)c2ccccc12	3.2	3.3	-7.6	0.7	-0.2	-4.4	-6.9	3.1	4.5	0.0
COCCCNC(=O)CCc1nc(-c2ccccc2Cl)no1	5.4	1.9	-2.1	-0.6	8.2	-7.6	2.5	-4.3	10.8*	7.6
CC(=O)Oc1ccc(C2C3=C(CC(C)(C)CC3=O)Nc3cc4c(cc32)OCCO4)cc1 (configuration not stated)	-4.8	-1.8	4.8	1.1	-304.6	3.5	-40.4	1.5	-181.0	-0.7
Cn1[nH]c(C(F)(F)F)c(C=Nc2ccc(Cl)cc2)c1=O	-5.2	-5.0	-1.2	-0.2	4.0	2.6	0.8	0.2	0.1	0.7
Cc1ccc(Oc2nnc(-c3ccccc3)cc2C#N)cc1	6.0	-10.1	-1.2	-0.7	2.4	-10.9	-2.0	0.2	3.3	-0.5
CCn1c(SCC(=O)N2CCOCC2)nc2c(c1=O)SC(C)C2 (configuration not stated)	-8.8	7.7	2.5	1.0	5.7	4.6	0.0	-8.3	4.0	-0.7
CCOc1cc2c3c(c1)C(C)=CC(C)(C)N3C(=O)C2=O	0.8	1.8	-5.2	0.0	-6.5	16.1	-5.4	-3.1	-0.8	-4.8
COc1ccc(NC(=O)CSc2ncnc3c2nnn3-c2ccc(F)cc2)c(OC)c1	-0.9	-1.2	-0.2	-0.3	-2.1	-1.3	0.3	-5.3	1.3	-1.4

Records listed so far shown as hits in PLC-gamma1 inh:
SMILES	ARFGAP1 inhibitor	Tn7 DDE FP	Tn6 DDE FP	proKLK7 act	PLCb3 inh	ASAP1 inh	ADAM17 inh	MBD2 inh	PLC-gamma1 inh
Cn1cc(C(=O)NC2C3CC4CC(C3)CC2C4)cn1 (configuration not stated)	11.2	7.0	-4.0	-0.4	1.9	18.6	-5.0	7.5	12.1*
COCCCNC(=O)CCc1nc(-c2ccccc2Cl)no1	5.4	1.9	-2.1	-0.6	8.2	-7.6	2.5	-4.3	10.8*

Additional compounds follow.
SMILES	ARFGAP1 inhibitor	Tn7 DDE FP	Tn6 DDE FP	proKLK7 act	PLCb3 inh	ASAP1 inh	ADAM17 inh	MBD2 inh	PLC-gamma1 inh	UHRF1 MBD2 ctr
CCCn1nc(NC(=O)CC(C)C)c2cc3ccccc3nc21	-9.8	-10.0	5.7	-0.6	-64.1	-12.2	-6.5	0.8	-45.7	-1.4
Cc1ccc(C(C)C)c(OCc2ccc(C(=O)N/N=C/c3ccc(O)cc3O)cc2)c1	30.0*	-7.1	-14.2	-21.9	-117.1	21.8	4.7	6.7	-131.2	-0.5
COc1ccc(-n2ncc3c(SCC(=O)OC(C)C)ncnc32)cc1	15.7	-7.6	-3.2	0.7	-11.0	-4.0	1.8	-1.9	-1.9	2.8
C=CCn1c(SCc2ccc(C#N)cc2)nnc1-c1ccco1	/	4.4	1.7	0.3	0.1	/	0.9	-2.7	-2.1	-2.5
CCNC(=O)CN(c1ccc(Br)c(C)c1)S(C)(=O)=O	-12.3	1.7	7.8	0.4	-2.1	7.5	-2.2	-1.8	1.0	-0.3
O=C(Nn1c(-c2ccc(Br)cc2)nc2ccccc2c1=O)c1ccc([N+](=O)[O-])cc1	13.9	-2.7	2.4	-0.4	2.2	7.7	4.3	1.8	0.4	2.4
CCN(C(=O)CSc1nnc(Nc2ccccc2)s1)C1CCS(=O)(=O)C1 (configuration not stated)	0.2	1.8	5.0	-0.8	-3.5	2.3	-0.6	4.6	4.3	4.2
CC(C)C(NC(=O)OCc1ccccc1)C(=O)NCC(=O)OC(C)(C)C (configuration not stated)	2.5	3.0	-4.7	-0.3	15.1*	4.0	7.4	0.8	2.3	1.0
Cc1ccc(C(=O)Cn2nnc3ccccc32)cc1	3.3	0.1	8.6	0.1	-2.2	-10.9	1.7	-10.1	2.0	-0.6
CCOC(=O)C(C(=O)OCC)C1OC(=O)c2cc3c(cc21)C(=O)OC3C(C(=O)OCC)C(=O)OCC (configuration not stated)	-9.1	-0.3	15.0	0.7	2.8	-6.4	0.7	2.3	-1.1	1.2
CCOc1ccc(-c2noc(CCC(=O)NCC3CCCO3)n2)cc1OC (configuration not stated)	3.0	5.0	3.8	0.1	-2.6	-8.1	-4.4	-1.7	-0.2	-2.0
Cc1ccc(S(=O)(=O)NC(=O)N2CCCC(C)(C)C2)cc1	-2.6	2.7	-0.4	-0.2	2.1	-4.3	-4.2	3.1	-2.6	2.4
COc1ccc2nc(SCC(=O)Nc3c(C)cccc3C)[nH]c2c1	-7.5	3.6	3.0	0.0	3.2	-1.8	3.2	-3.6	-0.5	1.1
O=C(NCCCCc1ccccc1)c1ccc(Br)cc1	13.6	4.3	-3.7	0.1	-2.8	-7.9	1.7	-3.6	0.5	0.2
CC(C)c1ccc(/C=C/C(=O)N2CCOCC2)cc1	10.4	2.7	1.5	-1.0	-2.7	-5.3	-0.8	-1.9	8.0	9.4
COc1cccc(N2CCN(CC(=O)NCc3ccc(Cl)cc3)CC2)c1	/	-10.4	1.8	0.2	1.1	/	1.2	1.3	2.4	-1.7
CCOc1ccccc1NC(=O)N1CCC(c2nc3ccccc3[nH]2)CC1	1.8	10.6	-0.1	-0.1	0.4	5.6	-3.7	1.6	-0.8	-0.2
COc1ccc(Cl)cc1NC(=O)CN(C)C(=O)c1ccc(N2CCCCCC2)c([N+](=O)[O-])c1	-3.0	6.1	3.2	0.6	0.3	5.0	3.5	1.6	-0.6	3.6
COc1ccc(CN2CCn3ncc(C(=O)Nc4ccc(Cl)cc4Cl)c3C2=O)cc1	13.2	2.1	-5.2	0.8	3.6	-9.2	-8.3	8.1	6.1	8.7
O=C(c1cccnc1)N1N=C(c2cccs2)CC1c1ccc(F)cc1 (configuration not stated)	1.1	2.6	-6.5	0.1	-2.6	-1.9	2.2	3.1	0.7	0.1
